Platelet DG rel = modulates dense granule release in human platelets | human platelet-rich plasma, SFLLRN dense granule ATP release, luminescence | 300,000 tested, 0.22% active | inhibition, %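 (compounds screened at 7.5 µM in platelet-rich plasma)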 | AID 1663;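 active means mean replicate score, as percent of positive control, at or above 50; inconclusive means mean below 50 but at least one replicate at or above 50; inactive means mean and every replicate below 50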
HSP90 inh = HSP90 refolding inhibition in rabbit reticulocyte lysate. luciferase refolding luminescence, 3 h. inhibition, % at 5.6 µM. 290,000 tested, 0.91% active. AID 1789;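 active means inhibition above the screen-wide mean plus 3 SD, computed separately per campaign, cut at about 16% in these data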;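 further: 0% = DMSO wells and 100% = 60 µM geldanamycin wells; inhibitors lower the luminescence because luciferase stays unfolded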
AI-2 QS modul = Vibrio harveyi AI-2 quorum sensing modulation. activity change, % at 7.5 µM. AID 2094. 300,000 tested, 0.4% active. Vibrio harveyi JMH597 AI-2 luminescence/OD600 ratio, 9 h; active compounds read low; strain lacks LuxN and CqsS sensors; 0 = neutral-control median; in the data active means activity change below about -75%, passing the limit was not always enough; inconclusive means no clear call, values can overlap the other calls;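 further: luminescence divided by OD600 gain over 9 h not by final OD600 alone; inactives centre near 13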
IEC-6 tox = kills IEC-6 intestinal cells in KLF5 counter-screen; IEC-6 cytotoxicity, luminescence viability; inhibition, % at 5 µM; 290,000 tested, 0.78% active; AID 1825; in the data active means inhibition above about 22%;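 further: 0% = plate median of test compound wells and 100% = cytotoxic reference compound wells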
SKKanGAS inh = SKKanGAS growth inhibition; S. pyogenes SKKanGAS, kanamycin growth, BacTiter-Glo, 6 h; inhibition, % at 7.5 µM; 300,000 tested, 1.3% active; AID 1662;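 active means mean replicate score, as percent of positive control median, at least 50; inconclusive means mean below 50 but one replicate at or above 50; inactive means mean and every replicate below 50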;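 further: strain carries kanamycin resistance gene driven by streptokinase promoter and grows in 40 µg/ml kanamycin; loss of luminescence reflects streptokinase promoter inhibition or plain growth inhibition; 0% = median of DMSO wells and 100% = positive control at its reference dose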
aSyn 5UTR inh = MLPCN primary screen, SNCA 5' untranslated region. 300,000 tested, 0.82% active. alpha-synuclein 5'UTR reporter, inhibitor activity. inhibition, % (tested at 7.5 µM); in the data active means inhibition above about 60%; inconclusive means no clear call, values can overlap the other calls;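 further: H4 neuroglioblastoma cells stably carrying SNCA 5'UTR luciferase fusion; 0% = DMSO wells and 100% = positive control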
KLF5 inhibitor = kruppel-like factor 5 inhibition. DLD-1 KLF5 promoter-luciferase reporter, luminescence. inhibition, % at 5 µM. 290,000 tested, 0.23% active;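 active means inhibition above a per-plate limit of that plate's mean compound inhibition plus 3 SD, cut at about 60% in these data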;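 further: 0% = DMSO wells and 100% = LY294002 at 200 µM; higher means less KLF5 promoter-driven luciferase light; inactives centre near -14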
HIF activator = HIF pathway transcriptional activation. U2OS HRE-luciferase reporter, luminescence; normalized: DMSO 0%, desferrioxamine 100%. activation, % at 7.5 µM (by protocol). 300,000 tested, 0.32% active. AID 1910;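 active means mean activation of at least 10% of the iron chelator positive control signal, with at least half of replicates also reaching 10%; inconclusive means mean and replicate majority disagree about reaching 10%; inactive means mean and most replicates under 10%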
HSF1 activator = increases HSF-1 driven luciferase reporter signal; AID 504408; 300,000 tested, 1.7% active; activation, % at 9 µM; NIH3T3-HGL HSF-1 luciferase reporter, MG132, 8 h; 100% = twice DMSO control signal;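 active means mean replicate activation of at least 50% with a set share of replicates each reaching 50%; inconclusive means only one of those two conditions met; inactive means mean below 50% and too few replicates reaching it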;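 further: 0% = median of the neutral control wells and 100% = twice that signal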
HSF1 inhib = HSF1 inhibition; NIH3T3-HGL HSE-luciferase, MG132-induced, luminescence 8 h; active compounds read low; activity change, negative = inhibition, % at 7.5 µM (by protocol); 300,000 tested, 0.77% active;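 active means more than half of replicate wells show activity change below -50%, luminescence cut by over half; inconclusive means some wells, but at most half, below -50%; inactive means no replicate well below -50%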;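 further: luciferase reports HSF-1 transcriptional activity via heat shock element; 0% = median of DMSO wells and -100% = zero luminescence signal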
The depositor's hits bear a star; ? = inconclusive; / = no result given.

SMILES	Platelet DG rel	HSP90 inh	AI-2 QS modul	IEC-6 tox	SKKanGAS inh	aSyn 5UTR inh	KLF5 inhibitor	HIF activator	HSF1 activator	HSF1 inhib
COc1ccc(Cn2c(C)cc3c(c2=O)C(c2cccs2)C(C#N)=C(N)O3)cc1OC (stereo unspecified)	0	2	-11	2	4	14	-12	-0.7	12	-1
CCOc1cc(C2C(C(=O)N3CCOCC3)=C(C)NC3=C2C(=O)CCC3)ccc1O (stereo unspecified)	-1	1	-2	-1	-15	-17	-31	-0.2	-9	-8
OCCSc1c(F)c(SCCO)c(SCCO)c(F)c1SCCO	3	2	-3	0	-1	-10	-22	0.1	2	4
CCOC(=O)c1c(N/N=C/c2ccncc2)n[nH]c1C	-9	1	51	9	-16	-81	-18	0.2	21	3
O=c1[nH]c2cccnc2n1Cc1ccccc1	-4	3	6	1	0	13	-12	-0.1	-8	-3
O=C(CCC1CCCCC1)Nc1ncn[nH]1	1	2	1	-1	-4	-2	-2	-0.5	-11	-7
CC(=O)Nc1ccc(C(=O)Nc2ccc(S(=O)(=O)N3CCCCC3)cc2)cc1	1	1	7	0	-1	4	-25	0.5	10	-3
O=C(Cc1ccccc1)Nc1ccc(C(=O)Nc2ccccc2C(=O)O)cc1	-1	3	33	2	4	17	-18	-0.1	-9	-8
COC(=O)c1ccc(CN2C(=O)NC3(CCC(C)CC3)C2=O)cc1 (stereo unspecified)	-1	0	19	7	-1	-70	-6	2.1	-9	-6
Cc1cccc(N(C(=O)CNC(=O)c2cccs2)C(C(=O)NC2CCCC2)c2ccncc2)c1 (stereo unspecified)	8	-1	21	-6	1	-7	-12	0.7	-4	5
CCOC(=O)Cc1c(C)nc2c(-c3ccccc3)c(C)nn2c1C	-1	0	6	1	0	-6	-21	-0.7	-4	6
COc1ccc(CCNC(=O)C2CCCCC2C(=O)O)cc1OC (stereo unspecified)	19	-2	/	-5	/	14	-25	0.0	-8	-11
COc1ccc(N(C)C(=O)C2CCCN2S(=O)(=O)c2cccc3nsnc23)c(OC)c1 (stereo unspecified)	-2	2	-4	8	-1	-38	-15	-0.7	-2	-2
O=C(CSc1nnc(NC(=O)c2c(F)cccc2F)s1)NCc1ccc(F)cc1	7	/	-7	/	-1	-3	/	0.2	3	3
COc1ccc(C)cc1NS(=O)(=O)c1ccc(NC(=O)CN(c2cc([N+](=O)[O-])ccc2C)S(C)(=O)=O)cc1	9	0	33	7	20	114*	7	-1.3	21	18
COc1cccc(C(=O)Nc2c(C)n[nH]c2C)c1	-4	1	14	-5	-4	16	2	0.1	3	0
O=C(NNc1c(Cl)cc(Cl)cc1Cl)C1CCC1	11	-6	23	4	1	2	2	-0.3	-2	-6
CCn1cc(C(=O)N[C@@H](CCSC)C(=O)NCCCO)c(=O)c2cc3c(cc21)OCO3	9	1	6	-1	5	15	0	-0.7	-5	-8
Cc1cc(O)c(C(C[N+](=O)[O-])c2ccc(Cl)cc2)c(=O)o1 (stereo unspecified)	3	2	23	3	2	-6	-14	0.4	9	4
COc1cc(C2Nc3ccccc3C(=O)N2c2ccccc2OC)ccc1O (stereo unspecified)	/	-5	4	-1	-4	-26	5	-0.3	20	14
O=C(NCCN1CCN(c2ccccc2)CC1)Nc1cccc(Br)c1	2	-1	0	0	-5	10	-7	0.7	-25	-2
O=C(CCN1C(=O)COc2ccccc21)N1CCN(c2ccccc2)CC1	2	8	7	-4	0	13	-20	0.2	-24	-10
CCOC(=O)c1sc(C(=O)OCC)c(OCCO)c1OCCO	-6	-3	8	1	-14	7	-37	0.2	20	1
CC(C)C(NC(=O)c1ccc(C(C)(C)C)cc1)C(=O)NCCc1ccccn1 (stereo unspecified)	-13	-2	19	1	1	1	-8	-0.1	-18	-9
CC(C)=C1Cc2ccccc2C1=O	-7	0	16	4	10	-4	-1	0.1	-8	-9
CCC(C)Nc1nc(N)c([N+](=O)[O-])c(NCCO)n1 (stereo unspecified)	-11	2	15	-2	-3	17	-10	0.1	-16	-7
COCCCn1c(SCC(=O)OC2CCCCC2)nnc1-c1ccco1	-1	-3	-10	3	6	0	-8	0.1	4	0
Cc1ccccc1-n1c(=O)n(Cc2ccc(C(=O)O)cc2)c(=O)c2[nH]cnc21	1	1	9	-6	-2	7	-35	37*	7	-8
O=C(NC1CCCCC1)C1CCCN(c2nnnn2-c2ccccc2)C1 (stereo unspecified)	-3	0	31	5	-1	0	2	-0.1	0	-5
Cc1c(Br)ccc(NC(=O)CCN2C(=O)C3C4CCC(C4)C3C2=O)c1C (stereo unspecified)	7	3	20	6	0	-29	-13	0.4	28	9
O=C(Nc1cccc(-c2nc3ccccc3o2)c1)c1cccnc1	1	-1	-16	5	9	-32	-49	0.1	23	7
COC(=O)/C=C/c1ccc2c(c1)S(=O)(=O)N(Cc1ccc(OC)cc1)[C@H]2CC(=O)OC	17	/	25	/	3	-11	/	-0.8	12	0
CC(C)C(NC(=O)c1ccco1)C(=O)OCC(=O)Nc1ccc(C(N)=O)cc1 (stereo unspecified)	-15	-1	16	-5	-12	0	-26	0.1	18	-8
C[C@@H](C(=O)NCCCCCC(=O)O)n1nnc2ccccc2c1=O	-8	3	-3	-10	8	-11	-14	-15	-1	7
COc1ccc(-c2nc(Cn3c(SCc4ccc(F)cc4)nc4ccncc43)c(C)o2)cc1OC	2	0	18	-5	22	33	-18	0.1	?	34
COc1cc(-c2nc3ccc(C)cn3c2NCc2ccccc2)ccc1SC1CCCCC1	2	/	33	/	32	16	/	0.2	-6	-4
Cc1cc(-c2nn(-c3ccccc3F)cc2CN2CCC(C(N)=O)CC2)c(C)s1	-3	0	20	-8	-2	21	-31	-0.1	3	3
CCOc1cc(S(=O)(=O)n2cnc(C)c2)ccc1Cl	-2	2	9	3	4	3	-9	0.1	-4	-5
COc1ccc(C)cc1NC(=O)c1ccc(S(=O)(=O)N2CCOCC2)cc1	12	-3	50	-2	-1	11	1	-0.3	-1	-3
COc1cc(CN2CCCCC2C(=O)Nc2ccc(Oc3ccccc3)nc2)ccc1O (stereo unspecified)	6	5	2	0	-11	-40	-34	0.9	40	21
Cc1ccc(C2N=C(N)Nc3nc(=O)c4ccccc4n32)cc1 (stereo unspecified)	-2	5	-7	3	-8	-14	-4	-0.5	-5	0
Cc1ccc(-n2nnnc2SCc2nc3sc(C)c(C)c3c(=O)[nH]2)cc1	-3	3	33	-3	4	6	4	-22	42	17
CCCN1CCCc2ccccc21	5	-2	15	-9	-3	-17	-27	-0.4	-4	-4
CCOC(=O)C(O)(CC(=O)c1ccc(OC)cc1)C(F)(F)F (stereo unspecified)	1	0	16	3	1	-18	-24	0.2	5	2
CCC(CC)c1nc(C#N)c(NC(C)c2ccccc2)o1 (stereo unspecified)	15	-1	7	-1	-5	9	-31	-0.1	37	6
Clc1ccc(C(c2nnnn2C2CCCC2)N2CCN(Cc3ccncc3)CC2)cc1 (stereo unspecified)	-7	4	38	5	2	-10	-16	-0.7	-9	-4
CC(C(=O)N1CCCCCC1)N(c1ccc(Cl)cc1)S(C)(=O)=O (stereo unspecified)	15	4	/	2	-1	6	-14	-0.3	-10	2
Cc1ccc(C)c(NS(=O)(=O)c2c(C)nc3sccn3c2=O)c1	5	3	19	-4	0	-1	-4	0.5	-3	-1
O=C(CC1C(=O)N(c2ccccc2)C(=O)N1C1CCCCC1)Nc1ccccc1 (stereo unspecified)	3	5	23	-1	2	-9	-22	-0.4	37	5
COc1cc(NS(=O)(=O)c2ccc(N/C=C\C(=O)c3ccc(F)cc3)cc2)nc(OC)n1	23	3	3	2	15	-8	-30	0.3	-4	-3
COc1cccc(NC(=O)COC(=O)c2nc(Cl)ccc2Cl)c1	1	5	1	-1	3	20	-15	-1.0	-10	9
CC(C)C1S/C(=N/N=C/c2cccs2)NC1=O (stereo unspecified)	-5	0	23	4	0	-12	-14	0.4	3	2
Cc1cccc(NC(=O)CSc2nnc(-c3ccccc3Br)o2)c1C	-13	4	19	0	-7	-20	4	-0.1	/	0
CCCCNC(=S)N/N=C1\CCCCc2ccccc21	-1	0	7	1	-3	5	6	-0.2	15	-9
CCOC(=O)CSc1nnc(C)n1N	-5	1	5	2	-2	11	-21	-0.1	4	-1
Cc1cccc(NC(=O)C(=O)N/N=C/c2ccncc2)c1	1	0	32	-3	-9	-21	-41	0.2	-5	-6
CCOC(=O)c1c(NC(=O)CSc2nnc(CNc3ccc(F)cc3)o2)sc(C)c1C	-2	1	35	7	5	11	2	-0.5	25	12
O=C(NC(=S)Nc1ccc(N2CCOCC2)cc1)c1cccc([N+](=O)[O-])c1	2	0	37	-4	3	-26	10	-0.6	-13	-2
Cc1ccc(C)c(S(=O)(=O)NCc2ccc3c(c2)OCO3)c1	0	3	-14	6	0	-7	-23	-0.5	22	-3
O=C1CN(C(=O)COc2cccc(F)c2)c2ccccc2N1	1	0	24	-6	-6	5	-8	-0.8	-4	3

Single records, from the list above. Screens in order: Platelet DG rel	HSP90 inh	AI-2 QS modul	IEC-6 tox	SKKanGAS inh	aSyn 5UTR inh	KLF5 inhibitor	HIF activator	HSF1 activator	HSF1 inhib
Listed for `Cc1cccc(NC(=O)C(=O)N/N=C/c2ccncc2)c1` → 1	0	32	-3	-9	-21	-41	0.2	-5	-6
Listed for `CCOC(=O)CSc1nnc(C)n1N` → -5	1	5	2	-2	11	-21	-0.1	4	-1

Next part
SMILES	Platelet DG rel	HSP90 inh	AI-2 QS modul	IEC-6 tox	SKKanGAS inh	aSyn 5UTR inh	KLF5 inhibitor	HIF activator	HSF1 activator	HSF1 inhib
O=C(Nc1ccnn1C1CCN(Cc2cccc(OCCO)c2)CC1)C1CCOC1 (stereo unspecified)	-1	0	8	2	4	0	-37	0.1	2	-4
CCC(CC)NC(=O)CO/N=C/c1ccccc1OC(F)F	3	-2	14	1	-6	25	-23	-0.2	7	1
COc1ccc(Cl)cc1S(=O)(=O)N(C)CC(=O)NCCCn1ccnc1	3	-4	24	-7	1	-7	-9	-0.2	-43	-29
Cc1ccc(C2=NS(=O)(=O)N(C)C(C(=O)Nc3ccc(F)cc3F)=C2)cc1	-6	-2	17	1	2	0	-20	0.0	-8	4
Cc1cccc(Cn2c(=O)n(Cc3ccco3)c(=O)c3ccccc32)c1	/	4	-5	1	0	/	-9	/	/	/
N#Cc1c(NC(=O)c2cccnc2)sc2c1CCC2	-1	4	20	19	15	-150	24	-28	17	3
COc1cc(NC(=O)Cc2ccccc2)nc(OC)n1	-1	-2	19	-5	1	-5	-10	0.7	-3	-1
COC(=O)c1ccc(N2C(=O)CC(Sc3n[nH]c(C)n3)C2=O)cc1 (stereo unspecified)	5	-2	60	0	-3	6	4	-0.4	-5	-3
CCCCN(C(=O)CSc1cc(C)c2ccccc2n1)c1c(N)n(Cc2ccccc2)c(=O)[nH]c1=O	-6	0	7	-2	-1	7	-19	-2.5	3	-1
CC(=O)c1c(C)n(C)c2ccc(O)cc12	5	2	27	1	-4	-11	-19	-0.2	-1	-5
CCSc1n[nH]c2nc3c(c(=O)n12)C1(CCCC1)Cc1ccccc1-3	23	-1	19	0	65*	-5	-15	0.0	-20	-5
COc1ccccc1/C=C(\C)C(=O)c1c(C)cc(C)[nH]c1=O	5	0	6	-1	-5	-10	-60	-0.8	57*	20
